NCI-60 one-dose screen, 48 h, at 10 µM unless noted. Numbers give growth in % (100 = growth as untreated, 0 = no growth, -100 = all killed).
HL-60(TB): HL-60(TB) leukemia cells; AID 1794776; hit rate 9% among 78,000; active means growth percent below 10
* hit, by the source's call; & = joins results of further samples; [ ] = another dose, or the depositor's remark.

For COC(=O)[C@@H](C)C[C@H](Cc1ccccc1)NC(=O)c1csc([C@@H](C[C@H](C(C)C)N(C)C(=O)[C@H](C)NC(=O)[C@H]2CCCCN2C)OC(C)=O)n1 the results were HL-60(TB) -20*.
`C=CCN1C=CC(=O)[C@H](O[Si](C)(C)C(C)(C)C)[C@@H]1/C=C/c1ccccc1` gave HL-60(TB) -33*[100 µM].
Ic1ccc(-c2ccccc2)cc1 was read as HL-60(TB) 110.
Screening Cc1cc(CSc2ccccc2C(=O)N2CCN(CC(=O)Nc3ccccc3Cl)CC2)no1 returned HL-60(TB) 98.
Screening O=C(O)C1CC2(Cl)C(Cl)=C(Cl)C1(Cl)C2(Cl)Cl (stereo unspecified) returned HL-60(TB) 80.
For CCNC(Cc1ccc(OC)cc1)c1ccc(OC)cc1 (stereo unspecified) the results were HL-60(TB) 60.
For Cc1[nH]c2c(C)cccc2c1C the results were HL-60(TB) 112.
Screening CC(=O)C1=C(C)NC(NN)=NC1c1ccccc1 (stereo unspecified) returned HL-60(TB) 133.
Screening CCCCCCCCCCOCCS returned HL-60(TB) 118.
`COc1ccc(-c2cc(-c3cn(-c4cccc(Cl)c4)nc3-c3ccc(OC)cc3)nc(N)n2)cc1` gave HL-60(TB) 91.
Clc1ccc(CNc2ncnc3[nH]ncc23)c(Cl)c1 was read as HL-60(TB) 80.
`Fc1ccc(-c2cn3nc(-c4c[nH]c5ccc(Br)cc45)sc3n2)cc1` gave HL-60(TB) 88.
CCOC(=O)NC1=NCC(C)(C)S1 was read as HL-60(TB) 68.
`N#CCC(=O)NNc1nc2ccccc2nc1Cl` gave HL-60(TB) 98.
Screening O=C(NC1CCc2ccccc21)c1ccccc1 (stereo unspecified) returned HL-60(TB) 86.
Screening COc1ccc2nc(NC(=O)c3cccnc3Nc3ccc(S(N)(=O)=O)cc3)sc2c1 returned HL-60(TB) 54.
Screening O=C(Nc1ccc(C2CCNCC2)cn1)c1ccccc1 returned HL-60(TB) 82.
Screening Cc1ccc(Nc2nc(N)nc(CSCC(=O)N3CCCCC3)n2)cc1 returned HL-60(TB) 100.
For C/C(=N\Nc1ccc(Cl)cn1)c1ccc2ccccc2n1 the results were HL-60(TB) -15*.
CSc1ccc(-c2nc3ccccc3[nH]2)cc1 was read as HL-60(TB) 104.
`CNC(=O)c1cc(N2CCc3cc(NC(=O)c4ccc(N5CCOCC5)c(C(F)(F)F)c4)ccc32)ccn1` gave HL-60(TB) 31.
Screening N#CCCN/N=C\c1ccc2c(c1)OCO2 returned HL-60(TB) 98.
Screening O=S1(=O)C[C@H](O)[C@H](O)CS1 returned HL-60(TB) 91.
CCOC(=O)[C@@]12CCCC=C1N1c3cc(Cl)ccc3-c3ccnn3[C@H]1CC2 was read as HL-60(TB) 79.
`O=C(O)CCSc1ccccc1[N+](=O)[O-]` gave HL-60(TB) 94.
`Ic1ccc(Cn2cncc2-c2c[nH]c3ccccc23)cc1` gave HL-60(TB) 62.
Screening c1cnc2c(c1)CCCC2 returned HL-60(TB) 113.
For CCCCCCCCCCCCCC(=O)P(=O)(OCC)OCC the results were HL-60(TB) 111.
Screening CCOC(=S)SCc1cc(=O)oc2ccc(Cl)cc12 returned HL-60(TB) 47.
For O=c1[nH]ncc(Cl)c1Cl the results were HL-60(TB) 99&99.
For O=c1oc2cc(N3CCOCC3)ccc2cc1-c1nc2ccccc2[nH]1 the results were HL-60(TB) 93.
Screening COc1ccc(CN2c3ccccc3CCc3ccccc32)cc1F returned HL-60(TB) -26*.
Screening CN(C)CCC(=O)c1cccc([N+](=O)[O-])c1 returned HL-60(TB) 91.
Screening CCN(CC)CCOc1ccc(C(=O)CCc2ccccc2)cc1 returned HL-60(TB) 123.
CCCNC(=S)Nc1ccccc1 was read as HL-60(TB) 94.
O=S(=O)(NCCNc1nccc(-c2c(-c3ccccc3)nc3sccn23)n1)c1ccc(F)cc1 was read as HL-60(TB) 70.
`COc1ccc2c(c1)C(=Nc1ccc(O)cc1)C(=O)N2` gave HL-60(TB) 95.
Screening Nc1c(C(=O)Nc2ccc3c(c2)OCCO3)sc2nc3c(cc12)CN(Cc1ccccc1)CC3 returned HL-60(TB) 78.
Cc1ccc(S(=O)(=O)SC(Cl)(Cl)Cl)cc1 was read as HL-60(TB) 93.
`CC(Sc1nc2sc3c(c2c(=O)n1-c1ccc(Cl)cc1)CCCC3)C(=O)Nc1nc(-c2cccc(Br)c2)cs1` (stereo unspecified) gave HL-60(TB) 101.
Screening O=S(=O)(O)c1cccc(Nc2ccc3ccccc3c2)c1 returned HL-60(TB) 90.
`O=C(O)CC1C=CCC1` (stereo unspecified) gave HL-60(TB) 75.
`O=C1/C(=C\c2cccn2C(=O)c2ccccc2)c2ccccc2N1c1c(Cl)cccc1Cl` gave HL-60(TB) 9.4*.
`O=c1nc(NC2CCCC2)nc(-c2ccc(C(F)(F)F)cc2)[nH]1` gave HL-60(TB) 91.
Screening O=C(Cc1ccccc1Nc1c(Cl)cccc1Cl)NN1C(=O)/C(=C/N2N=C(c3ccc4ccccc4c3)CC2c2ccc(F)cc2)SC1=S (stereo unspecified) returned HL-60(TB) 109.
Cc1c2c(c(C)c3c1oc1ccc(O)cc13)C(=O)N(CCN1CCOCC1)C2=O was read as HL-60(TB) 96.
`COc1cc2cc3c(=O)n4c(cc5cc(Cl)ncc54)c(=O)n3c2cn1` gave HL-60(TB) 108.
`CC[C@H](C)[C@H](NC(=O)C12C3C4C1C1C2C3C41NC)C(=O)N(C)[C@H](C[C@@H](OC(C)=O)c1nc(C(=O)N[C@@H](Cc2ccccc2)C[C@H](C)C(=O)OC)cs1)C(C)C` (stereo partly specified) gave HL-60(TB) -15*.
Screening N#C/C(C(=O)Nc1ccc(S(N)(=O)=O)cc1)=C1\C(=O)N(Cc2ccccc2)c2ccccc21 returned HL-60(TB) 96.
Screening CC(=O)Cc1nsc(NC(=O)c2ccoc2COc2ccc(C)cc2)n1 returned HL-60(TB) 109.
O=C(O)/C=C\c1cccc([N+](=O)[O-])c1 was read as HL-60(TB) 88.
CCOc1ccc(-c2nn(-c3ccccc3)cc2/C=C2\SC(=S)N(CCCC(=O)O)C2=O)cc1[N+](=O)[O-] was read as HL-60(TB) 93.
For NC1CCCCCC1 the results were HL-60(TB) 101.
`CCOC(=O)Nc1cc(C(F)(F)F)cc(C(F)(F)F)c1` gave HL-60(TB) 108.
`CC(=O)c1c(-c2ccccc2C(=O)O)nc2c(-c3nc4ccccc4s3)c(Nc3ccccc3)nn2c1C` gave HL-60(TB) 101.
Cc1cccc2c(=O)c3ccccc3oc12 was read as HL-60(TB) 109&100.
CC(C)(C)CC(C)(C)c1ccc(O)cc1 was read as HL-60(TB) 101.
`Cn1cc(-c2nn3cc(-c4cccs4)nc3s2)c2cc(Cl)ccc21` gave HL-60(TB) 100.
`CC(=O)N1N=C(c2ccc(Nc3nc(Nc4ccc(Cl)cc4)nc(Nc4ccc(Cl)cc4)n3)cc2)CC1c1ccc([N+](=O)[O-])cc1` (stereo unspecified) gave HL-60(TB) 65.
Screening C[N+]1(CCc2ccccc2)CCC(CCC2CC[N+](C)(CCc3ccccc3)CC2)CC1 (stereo unspecified) returned HL-60(TB) 105.
Screening Cn1ncc2c(Nc3ccc(Br)cc3)ncnc21 returned HL-60(TB) 102.
For NC(CO)Cc1cnc[nH]1 (stereo unspecified) the results were HL-60(TB) 78.
For Cl[Se](Cl)(c1ccccc1)c1ccccc1 the results were HL-60(TB) 101.
For CCN1CCN(Cc2ccc(C(=O)N=Nc3c(O)[nH]c4ccc(F)cc34)cc2C(F)(F)F)CC1 the results were HL-60(TB) 104.
For O=CNCCc1ccccc1 the results were HL-60(TB) 88.
For Nc1ccc(/C=C2\C=Cc3ccccc32)cc1 the results were HL-60(TB) 25.
For c1ccc(C(c2nc3ncncc3[nH]2)N2CSc3nc4ccccc4n3C2)cc1 (stereo unspecified) the results were HL-60(TB) 108.
For CCCCCCCCCCCCCCCCOc1ccc(S(=O)(=O)N(C)C)cc1[N+](=O)[O-] the results were HL-60(TB) 110.
NC(=O)c1ccc(Cl)nc1 was read as HL-60(TB) 96.
CC1(C)CCCN1CCCN1c2ccccc2Sc2ccc(Cl)cc21 was read as HL-60(TB) 46.
`O=C(O)C(c1ccccc1)C(O)C1CCCCC1` (stereo unspecified) gave HL-60(TB) 106.
`N#Cc1c(-c2cccs2)cc(-c2cnccn2)nc1SCC(=O)N/N=C/c1cccs1` gave HL-60(TB) 96.

Arranged by formula weight (rising): part of the list above.
For NC1CCCCCC1 the results were HL-60(TB) 101.
Screening c1cnc2c(c1)CCCC2 returned HL-60(TB) 113.
For NC(CO)Cc1cnc[nH]1 (stereo unspecified) the results were HL-60(TB) 78.
For O=c1[nH]ncc(Cl)c1Cl the results were HL-60(TB) 99&99.
CCOC(=O)NC1=NCC(C)(C)S1 was read as HL-60(TB) 68.
`O=C(O)CCSc1ccccc1[N+](=O)[O-]` gave HL-60(TB) 94.
Screening O=C(NC1CCc2ccccc21)c1ccccc1 (stereo unspecified) returned HL-60(TB) 86.
For C/C(=N\Nc1ccc(Cl)cn1)c1ccc2ccccc2n1 the results were HL-60(TB) -15*.
For Cl[Se](Cl)(c1ccccc1)c1ccccc1 the results were HL-60(TB) 101.
Cc1ccc(S(=O)(=O)SC(Cl)(Cl)Cl)cc1 was read as HL-60(TB) 93.
Screening CCN(CC)CCOc1ccc(C(=O)CCc2ccccc2)cc1 returned HL-60(TB) 123.
`Cn1cc(-c2nn3cc(-c4cccs4)nc3s2)c2cc(Cl)ccc21` gave HL-60(TB) 100.
For CCN1CCN(Cc2ccc(C(=O)N=Nc3c(O)[nH]c4ccc(F)cc34)cc2C(F)(F)F)CC1 the results were HL-60(TB) 104.
Screening Cc1cc(CSc2ccccc2C(=O)N2CCN(CC(=O)Nc3ccccc3Cl)CC2)no1 returned HL-60(TB) 98.
`CC[C@H](C)[C@H](NC(=O)C12C3C4C1C1C2C3C41NC)C(=O)N(C)[C@H](C[C@@H](OC(C)=O)c1nc(C(=O)N[C@@H](Cc2ccccc2)C[C@H](C)C(=O)OC)cs1)C(C)C` (stereo partly specified) gave HL-60(TB) -15*.

Next part.
`O=C(/C=C(\Nc1ccccc1)c1ccccc1)c1cn(-c2ccc([N+](=O)[O-])cc2)nn1` gave HL-60(TB) 114.
COc1ccc2nc3cc(Cl)ccc3c(Nc3cc(C(C)C)c(O)cc3C)c2c1 was read as HL-60(TB) 7.6*.
`OC(COc1ccccc1)COc1ccccc1` gave HL-60(TB) 86.
For COc1ccccc1/C=C1\SC(=S)NC1=O the results were HL-60(TB) 92&90.
`O=C(CCCCCCN1CC(=O)N2[C@@H](c3ccc(Cl)c(Cl)c3)c3[nH]c4ccccc4c3C[C@H]2C1=O)NO` gave HL-60(TB) -12*.
Cn1cc(-c2nc3c(F)cc4[nH]ncc4c3c3c2CCCC3)c(C(F)(F)F)n1 was read as HL-60(TB) -11*.
For OC(C#Cc1ccccc1)(C#Cc1ccccc1)/C=C/c1ccccc1 the results were HL-60(TB) 65.
For CC(C)(NC(=O)c1nn(Cc2ccc(F)cc2)c2ccccc12)c1ccccc1 the results were HL-60(TB) 98.
For COc1ccc(NC(=O)[C@H](C)N)cc1C(=O)Nc1cccc(-c2cc(=O)c3c(OC)c(OC)c(OC)cc3o2)c1 the results were HL-60(TB) 59.
Screening O=C(O)C1=CSC[C@@H](C(=O)O)N1 returned HL-60(TB) 85.
For OCC1CCCC1 the results were HL-60(TB) 99.
Screening O=C(NNc1nc2cc(F)c(F)cc2n2c(CN3CC4CNCC4C3)ccc12)c1ncccn1 (stereo unspecified) returned HL-60(TB) -31*.
`COC(=O)C(CC(=O)c1ccc(-c2ccccc2)cc1)c1ccccc1` (stereo unspecified) gave HL-60(TB) 15.
Cn1c(N2NC(=O)CC2=O)nc(-c2ccccc2)c(C#N)c1=O was read as HL-60(TB) 112.
Screening O=C1NC(=O)C(c2ccccc2)(c2ccccc2)N1S(=O)(=O)c1ccccc1 returned HL-60(TB) 109.
COC(=O)C1C2CC3c4[nH]c5cc(OC)ccc5c4CCN3CC2CC(OC(=O)CCc2cc(OC)c(OC)c(OC)c2)C1OC (stereo unspecified) was read as HL-60(TB) 93.
C[C@]12C=CC(=O)C=C1CC[C@@H]1[C@@H]2C(=O)C[C@]2(C)C(=O)CC[C@@H]12 was read as HL-60(TB) 99.
`C#C[C@]1(CO)O[C@@H](n2cnc3c(N)nc(OC)nc32)C[C@@H]1O` gave HL-60(TB) 113.
O=C(O)CCN1C(=O)/C(=C/c2cnc(CO)s2)SC1=S was read as HL-60(TB) 79.
`O=C1Nc2ccccc2/C1=C\c1nc(C2CCN(S(=O)(=O)c3ccc(F)cc3)CC2)n2ccccc12` gave HL-60(TB) 92.
CC1C=CC(C(N)C(=O)O)O1 (stereo unspecified) was read as HL-60(TB) 108.
For O=C(CCCCC(=O)Oc1c(Cl)cc(Cl)cc1[N+](=O)[O-])Oc1c(Cl)cc(Cl)cc1[N+](=O)[O-] the results were HL-60(TB) 82.
CCC(O)C(=O)O (stereo unspecified) was read as HL-60(TB) 109.
O=C1c2c(O)cccc2[C@@H](O[C@@H]2O[C@H](CO)[C@H](O)[C@@H](O)[C@H]2O)c2cc(CO)cc(O)c21 was read as HL-60(TB) 116.
Cc1ccc(C)c2c1SC1=NNC(Nc3ccc(Cl)cc3)=C(C#N)C(=N)N12 was read as HL-60(TB) 113.
`CNc1cc(Nc2ccc(CC(=O)Nc3cc(C(C)(C)C)nn3C)cc2)ncn1` gave HL-60(TB) 71.
`Cn1cc(-c2nn3cc(-c4ccc(F)cc4)nc3s2)c2ccccc21` gave HL-60(TB) 90.
For COc1ccc(-n2c(-c3ccc(NC(=O)CCCl)cc3)nnc2-c2cc(OC)c(OC)c(OC)c2)cc1 the results were HL-60(TB) -13*.
For O=c1oc2cc(O)ccc2cc1-c1c[nH]c2ccccc12 the results were HL-60(TB) 75.
Screening CC[C@]1(C#N)C(=O)C[C@H]2[C@H]1N(C(c1ccccc1)c1ccccc1)C(=O)C(=O)N2c1cccc(C2(C)OCC(C)(C)CO2)c1 returned HL-60(TB) 92.
`O=c1[nH]c2ccc(Br)cc2o1` gave HL-60(TB) 92.
Screening NS(=O)(=O)c1ccc(-n2c(=O)c3cc4c(=O)n(-c5ccc(S(N)(=O)=O)cc5)c(=O)c4cc3c2=O)cc1 returned HL-60(TB) 103.
`Cc1ccc(CNc2ccc([N+](=O)[O-])cc2)cc1` gave HL-60(TB) 92.

An excerpt; rates above refer to the full screens.
